# Screening results as filed in PubChem BioAssay.
# PAX8 reporter: inhibitors of PAX8-driven TPO luciferase reporter, primary screen, RMG-I cells, single concentration. SteadyGlo, 24 h. inhibition, % at 12.6 µM. 1.2% of 360,000 active;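 active = mean replicate inhibition at least 60% with every replicate also reaching 60%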;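 also: luciferase light reporting Pax8 driven TPO promoter activity; plate controls were median of neutral control wells for no effect and mitoxantrone controls for full effect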
# S100A4 MyoIIA: inhibitors of S100A4-myosin IIA peptide binding, primary screen, biochemical, fluorescence polarization, TAMRA-MyoIIA peptide; AID 652163, 2013; inhibition, % at 10.7 µM; 0.14% of 360,000 active; Protein S100-A4 (Homo sapiens), P26447;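 active = mean inhibition of at least 70% across replicates, with every replicate also reaching that level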
# Target sequence (P26447 whole entry, looked up): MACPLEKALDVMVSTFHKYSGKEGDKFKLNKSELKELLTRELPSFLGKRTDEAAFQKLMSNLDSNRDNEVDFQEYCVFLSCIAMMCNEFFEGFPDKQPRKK
#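 Compound dosing: one dose per compound; test system: human S100A4 monomer with TAMRA-labelled myosin IIA peptide; probe or stimulus: TAMRA-labelled myosin IIA heavy-chain peptide probe, 5 nM; medium: HEPES buffer with Ca2+, pH 7.2; schedule: 5 min incubation before reading; benchmarks: neutral control DMSO, positive control TFP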
# LGR2 antag: inhibitors of bursicon-induced LGR2 CRE-luciferase signal, primary screen, cell-based, HEK293, CRE-luciferase reporter, bursicon stimulation; bursicon-stimulated, 4 h; inhibition, % at 9.99 µM; 0.35% of 380,000 active; AID 720647, 2013;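 active = drop in luminescence signal, shown as inhibition above about 50% in the replicate tests, limit read from the data, passing the limit was not always enough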;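 also: agonist challenge used bursicon conditioned medium at about half maximal strength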
# PglD DTNB: C. jejuni PglD acetyltransferase inhibitors, primary screen, biochemical, DTNB colorimetric, single point. inhibition, % at 12.5 µM. 0.098% of 360,000 active. purified PglD enzyme, DTNB colorimetric CoA detection; in the data active = inhibition above about 16%, passing the limit was not always enough; also: strong numbers were not always called active
# FN deposition inh: inhibitors of fibronectin matrix deposition, primary screen, AH1F cells, Alexa488-fibronectin fluorescence, plate reader. AH1F fibroblasts, overnight. inhibition, % at 12.6 µM. 0.086% of 350,000 active;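 active = mean inhibition across replicates of 30% or more, regardless of how many single replicates reach that level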;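 also: positive control wells lacked labelled fibronectin entirely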
#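 Assay system: AH1F fibroblasts / Quantity: 10000 cells per well / Medium: DMEM plus 2% serum, read in PBS / Reagent: labelled fibronectin 24 nM / Dosing: single dose, pinned / Times: 1 h cell attachment, overnight exposure to compound and label / Signal: fluorescence, ex 485 nm, em 525 nm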
# ERAP1 inh: human ERAP1 aminopeptidase inhibitors, primary screen, biochemical, single point, plate reader; 0.15% of 340,000 active; AID 652197, 2013; recombinant ERAP1, Leu-AMC fluorescence, 60 min; Endoplasmic reticulum aminopeptidase 1 (Homo sapiens), Q9NZ08; inhibition, % at 10.7 µM;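 active = mean replicate inhibition of at least 30%, or all replicates individually reaching that 30% level; inactive = mean below 30% and not every replicate reaching it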;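 also: 0% = neutral control wells and 100% = L-leucinethiol positive control wells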
# Target sequence (Q9NZ08 whole entry, looked up): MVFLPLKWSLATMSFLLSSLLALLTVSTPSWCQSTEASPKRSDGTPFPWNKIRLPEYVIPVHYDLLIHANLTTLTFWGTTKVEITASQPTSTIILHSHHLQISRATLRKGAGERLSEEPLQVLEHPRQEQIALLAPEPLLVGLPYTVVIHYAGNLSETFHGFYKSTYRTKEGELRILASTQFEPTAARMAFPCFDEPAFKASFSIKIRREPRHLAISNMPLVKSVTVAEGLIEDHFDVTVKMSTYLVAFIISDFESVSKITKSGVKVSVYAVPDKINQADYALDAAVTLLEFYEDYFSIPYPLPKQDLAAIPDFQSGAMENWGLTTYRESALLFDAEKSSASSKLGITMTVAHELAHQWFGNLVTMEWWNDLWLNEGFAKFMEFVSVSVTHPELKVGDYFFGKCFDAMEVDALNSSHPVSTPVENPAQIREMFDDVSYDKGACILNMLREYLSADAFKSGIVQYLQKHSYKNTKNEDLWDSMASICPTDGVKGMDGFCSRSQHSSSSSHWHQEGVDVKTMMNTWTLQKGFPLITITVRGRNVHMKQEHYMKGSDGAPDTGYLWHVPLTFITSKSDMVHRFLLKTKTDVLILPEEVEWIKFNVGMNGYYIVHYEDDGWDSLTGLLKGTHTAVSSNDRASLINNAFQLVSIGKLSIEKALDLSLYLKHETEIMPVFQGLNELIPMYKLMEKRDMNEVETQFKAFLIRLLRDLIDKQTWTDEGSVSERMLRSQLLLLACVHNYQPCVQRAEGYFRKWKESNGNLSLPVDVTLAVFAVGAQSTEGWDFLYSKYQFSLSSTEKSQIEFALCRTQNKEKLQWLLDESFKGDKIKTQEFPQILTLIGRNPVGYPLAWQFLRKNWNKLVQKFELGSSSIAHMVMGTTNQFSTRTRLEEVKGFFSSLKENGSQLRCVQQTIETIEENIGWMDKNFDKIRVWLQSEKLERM
# EWS-Fli inh: EWS/Fli-driven NR0B1 reporter inhibitors, primary screen, A673 cells, NR0B1 luciferase, luminescence, MLPCN library. viability-normalised. inhibition, % at 12.6 µM. 0.67% of 350,000 active;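 active = mean inhibition of at least 50% after viability correction, with every replicate also passing that limit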;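 also: firefly luciferase signal divided by Alamar Blue viability fluorescence both relative to DMSO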
# PGC1a acetyl inh: inhibitors of PGC1a acetylation signal, primary screen, cell-based, U2OS, AlphaScreen, inhibitor mode; AlphaScreen anti-acetyl-lysine; with virally co-expressed GCN5 acetyltransferase; inhibition, % at 15.6 µM; 0.17% of 350,000 active;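 active = every replicate shows inhibition of at least 40%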;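 also: 0% = neutral control wells and 100% = positive control wells; some results beyond the cut were filed as inactive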
# An asterisk follows results filed as active; x = no result given; & = joins results of further samples. No enrichment for hits; any-hit rate near 2.1%.
no.	canonical_smiles	PAX8 reporter	S100A4 MyoIIA	LGR2 antag	PglD DTNB	FN deposition inh	ERAP1 inh	EWS-Fli inh	PGC1a acetyl inh
1	COc1cc(C(=O)NCc2cc(C)nc3ccccc23)cc(OC)c1OC	2	-3	-12	x	2	5	6	-2
2	CCOC(=O)C1CCN(C(=O)CCNC(=O)c2ccccc2OC)CC1	-23	6	1	4	5	7	8	x
3	COC(=O)[C@]1(C)N[C@H](CN(C)C(=O)c2ccc(F)cc2)[C@@H]2C(=O)N(Cc3ccccc3)C(=O)[C@@H]21	-13	1	-8	-1	13	2	-3	-7
4	CCOC(=O)C1=CCN(S(=O)(=O)c2ccccc2F)C1c1cccc(Cl)c1 (stereo unspecified)	15	-4	18	-3	3	x	3	-12
5	Cc1ccccc1N1CCN(CCCN2C(=O)C3CCCCN3C2=O)CC1 (stereo unspecified)	13	-3	4	3	1	-10	7	x
6	CC(C(=O)c1ccc(-c2ccccc2)cc1)[n+]1cccc(NC(=O)c2ccccc2)c1 (stereo unspecified)	4	-3	-7	0	9	x	10	7
7	NC(N)=NCCCc1cn(CC(=O)N2CCNCC2)nn1	-28	-9	-14	4	-42	0	-2	-9
8	CCOc1ccc(CNC(=O)Cn2c(=O)c3cccn3c3ccccc32)cc1	3	-8	6	-3	-7	0	x	-1

# Next part.
no.	canonical_smiles	PAX8 reporter	S100A4 MyoIIA	LGR2 antag	PglD DTNB	FN deposition inh	ERAP1 inh	EWS-Fli inh	PGC1a acetyl inh
9	O=C(NCC1CCN(Cc2cccc(Cl)c2)CC1)Nc1ccc(Cl)cc1	-7	-4	-3	-1	3	-2	9	5
10	Cc1cc(C(F)(F)F)cc(NNC(=O)NC(=O)c2ccccc2Cl)n1	-1	11	6	1	0	0	0	1
11	COC(=O)Cc1csc(NC(=O)CSc2nnc3ccccn23)n1	-7	-5	x	x	-1	1	3	x
12	Cc1cc(NC(=O)Cc2csc(-c3ccccc3)n2)ccc1Br	8	x	-3	-2	3	x	x	-9
13	CCC(=NNS(=O)(=O)c1ccc(C)cc1)c1ccccc1	-7	-1	-10	-4	13	3	-2	2
14	Cc1ccc(Cl)cc1N1CCN(C(=O)c2ccc3c(c2)CCN3S(C)(=O)=O)CC1	51	27	5	2	-8	2	x	-20
15	Cc1ccc(CNC(=O)CCS(=O)(=O)c2cccc3nsnc23)cc1	5	x	x	3	-3	x	x	10
16	CCOCCCNCC(=O)Nc1ccc(S(=O)(=O)NC(C)CC)cc1 (stereo unspecified)	2	1	11	x	-3	-3	0	1

# Additional records follow:
no.	canonical_smiles	PAX8 reporter	S100A4 MyoIIA	LGR2 antag	PglD DTNB	FN deposition inh	ERAP1 inh	EWS-Fli inh	PGC1a acetyl inh
17	N#Cc1ccc[n+](CC(=O)c2ccc(NC(=O)c3ccccc3)cc2)c1	-18	-7	-11	0	-11	-3	0	0
18	CC(C)c1ccc(NC(=O)C(c2ccccc2)N(C)C(=O)c2cnccn2)cc1 (stereo unspecified)	7	0	-11	-3	3	12	-3	1
19	O=C(NCCc1nnc2ccc(NCCCN3CCOCC3)nn12)c1ccccc1	5	-7	-1	-1	x	-1	-6	x
20	C[C@@H]1CN([C@H](C)CO)C(=O)c2cc(NC(=O)CCCN(C)C)ccc2O[C@@H]1CN(C)C(=O)Nc1cccc2ccccc12	-6	-11	4	-6	-10	1	0	5
21	C[C@H](CO)N1C[C@H](C)[C@H](CN(C)C(=O)C2CCOCC2)Oc2cc(-c3ccc(F)cc3)ccc2S1(=O)=O	x	10	-3	0	-5	6	-10	-8
22	COc1ccc(-c2ccc([C@@H]3[C@@H](CO)N4CCCCN(CC5CCOCC5)C[C@H]34)cc2)cc1	-11	2	10	-6	x	-2	-6	-3
23	CC(C)(CNS(=O)(=O)c1ccc(F)cc1)CNS(=O)(=O)c1ccc(F)cc1	-13	x	x	-4	2	x	x	-6
24	C[C@H]1CN([C@@H](C)CO)C(=O)c2cc(/C=C/c3ccccc3)cnc2O[C@H]1CN(C)Cc1cccc(C(=O)O)c1	4	-15	7	3	x	-1	-12	2

# Some entries already given with just FN deposition inh and PglD DTNB.
No. | SMILES | FN deposition inh | PglD DTNB
8 | CCOc1ccc(CNC(=O)Cn2c(=O)c3cccn3c3ccccc32)cc1 | -7 | -3
3 | COC(=O)[C@]1(C)N[C@H](CN(C)C(=O)c2ccc(F)cc2)[C@@H]2C(=O)N(Cc3ccccc3)C(=O)[C@@H]21 | 13 | -1

# Next compounds:
no.	canonical_smiles	PAX8 reporter	S100A4 MyoIIA	LGR2 antag	PglD DTNB	FN deposition inh	ERAP1 inh	EWS-Fli inh	PGC1a acetyl inh
25	CCNC(=S)N1N=C2c3ccccc3CCC2C1c1ccc(F)cc1 (stereo unspecified)	14	1	-4	-9	8	-2	15	-8
26	CC(C)NC(=O)Nc1ccc2c(c1)C(=O)N([C@@H](C)CO)C[C@@H](C)[C@@H](CN(C)S(=O)(=O)c1ccc(Cl)cc1)OCCCC[C@H](C)O2	-13	-21	5	-1	0	1	-16	-10
27	C[C@@H]1CN([C@@H](C)CO)C(=O)c2cc(N(C)C)ccc2O[C@@H](C)CCCCO[C@@H]1CN(C)C	-4	2	3	5	x	3	-2	8
28	COc1ccc2c(C(=O)CN3CCN(c4ccccc4)CC3)c[nH]c2c1	2	x	x	0	-8	x	x	-3
29	O=C1OC(c2cccs2)=N/C1=C\c1ccc(-c2ccccc2Cl)o1	x	5	-4	-4	x	-4	6	-1
30	CCCNC(=O)C[C@@H]1CC[C@@H]2[C@@H](COc3ccc(NC(=O)c4ccc5c(c4)OCO5)cc3C(=O)N2C)O1	-36	49	10	2	3	2	2	-2
31	CCN1CCN(S(=O)(=O)c2ccc(Cl)c(C(=O)NC(C)c3ccccc3Cl)c2)CC1 (stereo unspecified)	0	0	3	7	6	-1	-2	0
32	CCOc1ccccc1NC(=O)C1CCCN1C(=O)c1cccs1 (stereo unspecified)	4	2	15	3	1	-2	11	-1

# Other records
no.	canonical_smiles	PAX8 reporter	S100A4 MyoIIA	LGR2 antag	PglD DTNB	FN deposition inh	ERAP1 inh	EWS-Fli inh	PGC1a acetyl inh
33	O=C(C[C@H]1C=C[C@@H](NC(=O)c2ccccn2)[C@H](CO)O1)NCc1cccc(F)c1	-9	-16	18	-3	2	-3	-5	5
34	COc1ccc(-c2cc(C(=O)NC(Cc3c[nH]c4ccccc34)C(=O)O)c(C)o2)cc1OC (stereo unspecified)	6	2	-20	x	0	7	-8	x
35	COc1ccc(N2CCN(C3CCCN(Cc4cccc(C)c4)C3)CC2)cc1 (stereo unspecified)	27	1	-2	-1	5	-3	19	-10
36	Cc1ccc(N2C(=O)N(CC(=O)Nc3ccc(F)c(F)c3)C(=O)C2C)cc1 (stereo unspecified)	-40	-7	-24	4	4	-4	-60	2
37	COCCOC1CCN(C(=O)C2CCC(=O)N(CCc3ccccc3)C2)CC1 (stereo unspecified)	-21	3	14	1	8	2	-6	x
38	COc1ccc(NC(=O)N(C)C[C@H]2OCCCC[C@@H](C)Oc3ccc(NC(=O)c4ccccc4)cc3C(=O)N([C@H](C)CO)C[C@@H]2C)cc1	-11&-3	-1&-3	11	-5&-6	13&-10	-1&-2	5&-11	-7&-11
39	COc1ccc(C)cc1NC(=O)CSc1ccc(Cl)cc1	-9	-1	8	x	6	0	6	4
40	CCCCC1=C([O-])C2N=CC=CC2=[N+](c2ccccn2)C1=O (stereo unspecified)	-5	x	2	4	19	x	x	4

# More records.
no.	canonical_smiles	PAX8 reporter	S100A4 MyoIIA	LGR2 antag	PglD DTNB	FN deposition inh	ERAP1 inh	EWS-Fli inh	PGC1a acetyl inh
41	COCCCNC(=O)CC1C[C@H](C(=O)N2CCOCC2)[C@@]2(CCC3CCCC3)c3[nH]c4ccc(OC)cc4c3CCN2C1=O (stereo partly specified)	-14	0	4	2	-6	x	7	1
42	COc1ccc(C(=O)Nc2ccc3c(c2)OC[C@H](C)N(C(C)=O)C[C@H](C)[C@@H](OC)CN(C)C3=O)cc1	x	0	-5	0	2	2	6	7
43	O=C(CN1CCN(S(=O)(=O)c2ccc(Br)s2)CC1)N1CCc2ccccc21	27	-4	5	-3	1	5	13	1
44	O=C(C[C@H]1C=C[C@@H](NC(=O)Nc2ccc(C(F)(F)F)cc2)[C@@H](CO)O1)NCc1cc(F)cc(F)c1	10	7	0	1	0	-3	-1	x
45	Cc1cccc(NC(=O)c2ccc(S(=O)(=O)N3CC(C)OC(C)C3)cc2)n1 (stereo unspecified)	13	-4	5	0	-3	1	28	x
46	CC1CCCN(CC(O)COc2ccc(-c3ccccc3)cc2)C1 (stereo unspecified)	17	-3	7	-13	-1	-5	-1	-15
47	O=C(O)C(Sc1ccncn1)c1ccccc1 (stereo unspecified)	-2	0	1	x	8	x	1	x
48	C[C@@H]1CCCCO[C@@H](CN(C)Cc2ccc(Cl)c(Cl)c2)[C@@H](C)CN([C@H](C)CO)C(=O)c2cc(NC(=O)c3ccccc3)ccc2O1	15	0	20	-2	-8	1	-16	-6

# Some values from above:
# Result of C[C@@H]1CCCCO[C@@H](CN(C)Cc2ccc(Cl)c(Cl)c2)[C@@H](C)CN([C@H](C)CO)C(=O)c2cc(NC(=O)c3ccccc3)ccc2O1 in LGR2 antag: 20
# Result of COc1ccc(C(=O)Nc2ccc3c(c2)OC[C@H](C)N(C(C)=O)C[C@H](C)[C@@H](OC)CN(C)C3=O)cc1 in LGR2 antag: -5
# Result of CC1CCCN(CC(O)COc2ccc(-c3ccccc3)cc2)C1 (stereo unspecified) in EWS-Fli inh: -1
# Result of Cc1cccc(NC(=O)c2ccc(S(=O)(=O)N3CC(C)OC(C)C3)cc2)n1 (stereo unspecified) in PglD DTNB: 0
# Result of O=C(O)C(Sc1ccncn1)c1ccccc1 (stereo unspecified) in LGR2 antag: 1
# Result of O=C(CN1CCN(S(=O)(=O)c2ccc(Br)s2)CC1)N1CCc2ccccc21 in PGC1a acetyl inh: 1
# Result of O=C(C[C@H]1C=C[C@@H](NC(=O)Nc2ccc(C(F)(F)F)cc2)[C@@H](CO)O1)NCc1cc(F)cc(F)c1 in EWS-Fli inh: -1

# New compounds follow.
no.	canonical_smiles	PAX8 reporter	S100A4 MyoIIA	LGR2 antag	PglD DTNB	FN deposition inh	ERAP1 inh	EWS-Fli inh	PGC1a acetyl inh
49	N#Cc1nc(-c2ccccc2)oc1NCc1ccco1	-32	3	-31	2	x	4	-11	-4
50	COc1ccc(NC(=O)Nc2ccc3c(c2)CC(=O)N([C@@H](C)CO)C[C@@H](C)[C@H](CN(C)S(=O)(=O)c2cccs2)O3)cc1	13	-6	-15	-5	0	-1	-11	12
51	CC(=O)c1ccc(NC(=O)C[n+]2ccc(N(C)C)cc2)cc1	18	-2	5	-4	-1	-2	1	x
52	Cc1ccc(-c2nc3c(c(SCC(=O)N4CCOCC4)n2)COC(C)(C)C3)cc1	6	1	10	0	-3	0	-11	x
53	Nc1ccn([C@@H]2O[C@H](C(=O)N[C@H](CO)c3ccccc3)[C@@H](O)[C@H]2O)c(=O)n1	2	-3	7	5	7	-4	-5	-3
